PERK inh – inhibitors of human PERK kinase; Q9NZJ5; CHO PERK-DD fusion, SEAP luminescence translation reporter; inhibition, % at 5.6 µM; actives 0.17% (n = 220,000); AID 1416;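 active = inhibition above the mean inhibition of all tested compounds plus 3 SD, set separately per screening campaign, cut at about 2.9% in these data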;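 also: PERK kinase domain activated by AP20187 dimerizer at 100 nM; 0% = DMSO with dimerizer and 100% = rapamycin at 8.4 µM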
Runt-CBFb FRET – inhibitors of human RUNX1 Runt domain binding to CBFb; Q01196+Q13951; Cerulean-Runt/Venus-CBFb FRET ratio 530/480, 1 h; inhibition, % at 20 µM; actives 0.46% (n = 220,000); AID 1496;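 active = inhibition over about 50% at 20 µM in the single-dose screen, limit read from the data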;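 also: 0% = DMSO wells and 100% = excess unlabeled CBFb competitor control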
Target sequence (Q01196 whole entry, looked up, the tested form may be a part): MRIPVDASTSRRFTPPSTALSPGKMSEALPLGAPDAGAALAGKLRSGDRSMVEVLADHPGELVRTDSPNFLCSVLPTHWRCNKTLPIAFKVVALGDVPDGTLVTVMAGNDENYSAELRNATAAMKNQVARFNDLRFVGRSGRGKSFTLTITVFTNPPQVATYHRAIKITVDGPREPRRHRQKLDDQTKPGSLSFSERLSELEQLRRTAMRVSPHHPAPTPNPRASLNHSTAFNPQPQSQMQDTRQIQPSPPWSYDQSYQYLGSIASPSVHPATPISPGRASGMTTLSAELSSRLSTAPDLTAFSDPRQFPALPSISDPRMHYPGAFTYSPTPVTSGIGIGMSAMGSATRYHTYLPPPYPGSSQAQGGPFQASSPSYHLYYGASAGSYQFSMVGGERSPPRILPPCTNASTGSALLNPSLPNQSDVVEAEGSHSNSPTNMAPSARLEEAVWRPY
Target sequence (Q13951 whole entry, looked up, the tested form may be a part): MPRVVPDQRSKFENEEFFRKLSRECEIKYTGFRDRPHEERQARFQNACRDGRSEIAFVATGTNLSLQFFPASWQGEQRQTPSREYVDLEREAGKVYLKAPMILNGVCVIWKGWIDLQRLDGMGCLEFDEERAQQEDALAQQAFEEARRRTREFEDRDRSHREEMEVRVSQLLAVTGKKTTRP
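Measured by: fluorescence energy transfer, 422 nm excitation, 530/480 nm emission; Assay system: Cerulean-Runt domain; Medium: Tris pH 7.5 buffer with BSA; Measure: loss of energy transfer signal; Controls: 5 µM unlabeled CBFb as full-inhibition high control; Incubation: protein complex preformed 1 h, compound exposure 1 h, room temperature, dark.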
RBBP9 inh – blocks human serine hydrolase RBBP9 | recombinant RBBP9, FP-Rh probe fluorescence polarization | inhibition, % at 7.94 µM | actives 0.2% (n = 220,000);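 active = inhibition above the campaign mean of all tested compounds plus 3 SD, cut at about 14% in these data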;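 also: plate controls were DMSO wells with RBBP9 for no effect and wells lacking RBBP9 protein for full effect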
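Test system – recombinant human RBBP9 · Input – RBBP9 2.5 µM in dispensing solution, pre-mixing · Medium – Tris buffer pH 8.0, NaCl, Pluronic · Schedule – preincubation 30 min plus labeling 45 min at 25 °C · Measured by – fluorescence polarization · Measure – % inhibition · Controls – DMSO and no-protein wells · Replicates – one well per compound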
Hck Nef HTS – human Hck-Nef kinase inhibition; inhibition, % at 20 µM; Recombinant Hck-YEEI plus Nef, Z-Lyte FRET kinase assay; actives 0.68% (n = 220,000); P08631; AID 463187;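 active = Hck-Nef kinase inhibition above about 50%, limit read from the data; inactive = inhibition below that limit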;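 also: 0% = DMSO with Hck plus Nef and 100% = Hck alone without Nef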
EP2 modulator – EP2 receptor (human) modulation. EP2-expressing cells, cAMP HTRF FRET, PGE2 co-stimulation. induction, % at 25 µM. actives 0.83% (n = 260,000). AID 940;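 active = compounds whose cAMP rise, as percent of the full-agonist control response, exceeds 60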;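 also: rat C6 glioma line stably carrying human EP2 under a CMV promoter; the protocol text gives 20 µM as final concentration; 100% = response of wells given 1 µM PGE2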
Target sequence (P43116 whole entry, looked up): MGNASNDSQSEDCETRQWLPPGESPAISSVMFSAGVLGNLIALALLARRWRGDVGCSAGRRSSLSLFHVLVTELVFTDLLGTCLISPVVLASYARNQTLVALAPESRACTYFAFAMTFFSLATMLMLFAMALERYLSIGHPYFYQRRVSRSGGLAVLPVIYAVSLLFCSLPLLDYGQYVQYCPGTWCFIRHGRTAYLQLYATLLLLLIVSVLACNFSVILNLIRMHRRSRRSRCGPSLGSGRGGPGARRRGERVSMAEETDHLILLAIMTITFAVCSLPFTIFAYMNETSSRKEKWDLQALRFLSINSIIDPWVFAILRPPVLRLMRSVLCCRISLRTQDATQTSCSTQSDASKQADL
Runt-SMMHC FRET – inhibitors of human RUNX1 Runt domain binding to CBFb-SMMHC; inhibition, % at 20 µM; Q01196+Q13951; actives 0.74% (n = 220,000); Cerulean-Runt/Venus-CBFb-SMMHC FRET ratio 530/480, 1 h;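 active = mean inhibition across duplicate retests at 20 µM reaching about 50%, limit read from the data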;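 also: 0% = DMSO wells and 100% = wells with excess untagged CBFb-SMMHC; inhibitors lower the FRET ratio by blocking Runt binding to CBFb-SMMHC; some results filed as inactive read as strong as hits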
EP2 antag – EP2 receptor (human) inhibition; inhibition, % at 25 µM; actives 0.52% (n = 260,000); P43116; C6 glioma cells expressing human EP2, cAMP TR-FRET; cells stimulated with saturating PGE2;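 active = percent inhibition above 40 after rounding to a whole number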;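 also: rat C6 glioma host cells with rolipram phosphodiesterase inhibitor present; the protocol text gives 20 µM as final concentration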
L929 necroptosis – blocks zVAD induced death of L929 cells; L929 zVAD necroptosis rescue, ATP luminescence, 24 h; with zVAD 60 µM; viability rescue, % at 10 µM; actives 0.38% (n = 220,000); AID 1377;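 active = activation, scaled between plate controls, above about 75%, limit read from the data; inactive = activation under that limit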;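 also: 0% = zVAD with DMSO and 100% = DMSO alone without zVAD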
TNF necrop inh – inhibitors of TNF-alpha induced necroptosis in Jurkat FADD-/- cells; activation (protection from cell death), % at 10 µM; Jurkat FADD-/- TNF necroptosis rescue, ATP luminescence, 24 h; 0 = TNF only, 100 = no-TNF cells; actives 0.068% (n = 220,000);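 active = activation, meaning protection from cell death, of at least 50% relative to plate controls; inactive = activation below 50%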;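 also: necroptosis triggered by 40 ng/mL TNF-alpha added together with compound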
The depositor's hits bear a star; x = not tested or not shown; & = joins results of further samples. Some of the compounds tested; rates above refer to the full screens.

The line under a structure holds: PERK inh	Runt-CBFb FRET	RBBP9 inh	Hck Nef HTS	EP2 modulator	Runt-SMMHC FRET	EP2 antag	L929 necroptosis	TNF necrop inh
(1) Cc1cccc(-n2c(O)c(C)c(=O)[nH]c2=S)c1
 : 0.0	8	-6	29	-12&22	10	8&5	2.6	0.1
(2) CCN(CC)c1ccc(N=Cc2c(O)n(-c3cc(OC)ccc3OC)c(=O)[nH]c2=O)cc1
 : 0.6	x	1	17	-3	-164	8	3.6	-0.9
(3) O=c1[nH]c(CN2CC=C(c3ccccc3)CC2)nc2scc(-c3ccccc3)c12
 : 0.3	0	1	25	-22	-12	7	-0.3	0.4
(4) O=c1[nH]c(=O)n(Cc2ccco2)c(O)c1/C=N/N1CCCCC1
 : 0.5	0	-9	7	12	1	10	0.3	1.5
(5) COC(=NC1CCCCC1)C(O)c1c[nH]c2ccccc12 (stereo not drawn)
 : 0.1	0	-3	2	3	-1	10	-0.9	2.2
(6) CNC(=O)Oc1cccc(-c2cn3cc(OC(=O)NC)ccc3n2)c1
 : 0.6	-1	-5	6	-28	-33	10	1.1	-1.7
(7) Cc1ccc(-n2c(O)c(C=NCC3CCCO3)c(=O)[nH]c2=O)c(C)c1 (stereo not drawn)
 : 2.1	1	9	18	2	-9	7	0.1	1.5
(8) CCOC(=O)Cn1cc(C(=O)c2ccccc2F)c2ccccc21
 : -0.1	-2	-11	0	33&24	-1	14&6	0.3	-1.2
(9) C[C@@H]1O[C@@H](O[C@H]2C[C@@H](O)[C@]3(CO)[C@H]4[C@H](O)C[C@]5(C)[C@@H](C6COC(=O)C6)CC[C@]5(O)[C@@H]4CC[C@]3(O)C2)[C@H](O)[C@H](O)[C@H]1O (stereo partly drawn)
 : -0.1	1	-13	-9	14	4	12	65	-18
(10) NCCc1c[nH]c2ccccc12
 : 0.8	2	5	-2	-23&-25&-70	0	13&10&19	3.3	-0.5
(11) CN1CCC(C)(O)C2CCCCC21 (stereo not drawn)
 : -0.2	1	2	23	4	0	3	1.6	0.4
(12) COc1ccc(-c2nc(CSCC(=O)N3CCC4(CC3)OCCO4)c(C)o2)cc1OC
 : -1.2	1	-7	-3	16	-6	6	-0.2	-1.0
(13) C=CCn1c(O)c(C(C)=NCCO)c(=O)[nH]c1=O
 : 1.7	0	-2	1	5	1	5	-0.2	-2.2
(14) CCCCC(=O)N/N=C/c1c(O)n(CCc2ccc(OC)c(OC)c2)c(=O)[nH]c1=O
 : 0.3	-3	4	78*	-8	4	4	2.2	2.5
(15) CCc1ccc(CNCCc2ccc(F)cc2)cc1
 : -0.1	-2	-3	5	-22	-3	3	0.8	1.8
(16) Cc1cc(C)nc(/N=C(\N)c2c(O)[nH]c(=O)[nH]c2=O)n1
 : 0.8	2	-1	3	20	0	1	0.0	-5.7
(17) Cc1ccc(N=Nc2c(O)[nH]c(=O)[nH]c2=O)c([N+](=O)[O-])c1
 : 1.0	2	-10	1	34	2	4	-0.1	-4.5
(18) CN(C)CCCN=Cc1c(O)n(CCc2ccc(F)cc2)c(=O)[nH]c1=O
 : 0.2	-2	-2	-3	1	0	8	0.4	0.1
(19) Cc1cccc(OCC(=O)N2CCN(Cc3cccnc3)CC2)c1
 : 1.8	x	-2	23	54	x	19	1.9	-0.5
(20) COC(=O)[C@@H]1C[C@@]1(C)[C@@H](NP(=O)(c1ccccc1)c1ccccc1)c1ccccc1
 : -0.5	-1	-11	-7	16	2	1	-1.6	-0.5
(21) C[N+](C)(C)Cc1ccccc1
 : -1.0	-1	-5	0	12	0	19	1.1	-0.9
(22) c1ccc(-c2nc(N3CCOCC3)s[n+]2-c2ccccc2)cc1
 : 0.1	2	-8	-10	27	-7	-1	0.5	1.0
(23) Cc1ccsc1C(=O)C1CCCN(Cc2cccc(OCCO)c2)C1 (stereo not drawn)
 : -0.8	1	-11	28	-39	-2	6	-0.3	1.5
(24) CCC1(C)OC(c2ccccc2)=C/C(=C/C=C2C(=O)NC(=O)NC2=O)O1 (stereo not drawn)
 : 0.9	-60	-40	11	37	-125	2	0.9	-8.9
(25) COC(=O)C1C2c3ccccc3OC1(C)N=c1s/c(=C/c3cn(C)nc3C)c(=O)n12 (stereo not drawn)
 : -1.4	-4	1	2	6	0	10	0.4	-1.9
(26) O=C1NC(=O)C2(Cc3ccccc3N3CCCC32)C(=O)N1c1cccc(Cl)c1 (stereo not drawn)
 : -0.5	0	-1	-11	5	1	5	2.2	2.5
(27) CC1CC(NC(=O)C2C3CCC(O3)C2C(=O)O)CC(C)(C)C1 (stereo not drawn)
 : -0.6	-1	-1	-1	23	1	5	0.7	2.8
(28) N#CC(C#N)=NNc1ccc(S(N)(=O)=O)cc1
 : 0.3	-4	-8	52*	4	2	7	0.2	2.5
(29) CCN1CCN(C(=O)COc2cc(=O)n(CC)c3ccccc23)CC1
 : 0.0	-1	1	2	-4	2	2	0.5	-4.1
(30) Cc1nc2ccccc2c(=O)n1-c1ccc(Br)cn1
 : 0.9	-2	1	10	10	1	5	0.0	0.1
(31) CN(C)C(=O)O/N=C(\N)COc1ccc(C(C)(C)C)cc1
 : -0.3	1	-5	7	-40	1	13	0.8	-24
(32) CCOC(=O)c1ccc(N=Cc2c(O)n(-c3ccc(OC)cc3)c(=S)[nH]c2=O)cc1
 : -0.2	8	-8	18	33	-2	3	1.2	-2.2
(33) CC(O)(CS(=O)(=O)c1cccc(C(F)(F)F)c1)C(=O)Nc1ccc(C(F)(F)F)cc1 (stereo not drawn)
 : -0.3	-1	-7	-1	4	1	11	0.5	-1.2
(34) COc1ccccc1CN1CCN(C(=O)Cc2ccccc2)CC1
 : x	-3	x	x	21	-6	10	x	x
(35) Nc1ccncc1
 : 1.8	0	-9	0	23&14&-2	2	9&5&10	2.0	0.1
(36) O=C1Nc2ccccc2/C1=C/c1nc2ccccc2c(=O)n1-c1ccc(O)cc1
 : -0.4	0	-9	18	-49	-4	7	3.7	-6.8
(37) CN1CCN(c2c(C#N)c(C(F)(F)F)nn2C)CC1
 : 0.6	81*	2	-20	19	-4	2	2.6	1.9
(38) O=C(Nc1ccc(Br)cc1)c1nn(C23CC4CC(CC(C4)C2)C3)cc1Br
 : 1.4	2	-3	0	7	3	8	2.7	0.8
(39) c1cncc(CNCCc2c[nH]c3ccccc23)c1
 : 0.8	1	0	10	-38	1	10	2.4	1.1
(40) N#CCCn1cc(C(=O)Nc2ccccc2Br)c(-c2ccc([N+](=O)[O-])cc2)n1
 : -0.3	2	-2	3	-3	0	7	1.7	1.5
(41) Cc1cccc(N=Cc2c(O)n(-c3ccccc3C)c(=O)[nH]c2=O)c1
 : -0.4	2	1	0	17	-1	7	-0.4	-0.9
(42) Cc1cc(NC(=O)COC(=O)c2c(C)nn(Cc3ccccc3Cl)c2Cl)no1
 : 0.4	0	-3	4	23	-3	2	-0.2	-1.9
(43) CCC(=NCc1ccc2c(c1)OCO2)c1c(O)n(C)c(=O)n(C)c1=O
 : -0.5	-2	-7	1	-37	4	16	4.5	-2.4
(44) Cc1ncc(CN2CCCC(C(=O)c3cccc(Cl)c3)C2)s1 (stereo not drawn)
 : 0.0	1	-9	23	-61	2	16	-1.3	0.4
(45) O[C@H]1C2CCC1C(N1CCCCC1)CC2 (stereo partly drawn)
 : 0.9	1	-6	1	10	2	6	0.3	0.8
(46) COc1ccc(-n2c(Cc3ccccc3)nc3ccccc3c2=O)cc1
 : -0.4	0	-14	26	54	2	12	-1.2	0.3
(47) Cc1ccc(CNC2=NCCS2)cc1
 : 0.2	2	0	3	-8	-6	6	2.5	7.3
(48) Cc1cc(C=O)c(C)n1CC1CCCO1 (stereo not drawn)
 : 0.3	-2	-12	-23	6	-1	11	0.2	-0.8
(49) CN(C)C(=O)Oc1ccc(-c2cn3cc(Cl)ccc3n2)cc1
 : -0.7	-3	-14	-5	-33	-1	6	0.6	0.1
(50) COC(=O)Nc1ccc(N=C(N)N[N+](=O)[O-])cc1
 : 0.9	2	-8	20	3	3	8	3.4	1.4
(51) COc1ccc(-n2c(SCCN(C)C)nc3ccccc3c2=O)cc1
 : -1.8	1	-5	1	16	-4	17	-0.6	-1.2
(52) COc1cc(/C=N/NP(=S)(c2ccccc2)c2ccccc2)ccc1O
 : -1.0	0	3	0	-12	-1	11	-0.2	0.9
(53) Cn1cccc1/C=C1/C(=O)NC(=S)N(Cc2ccc(F)cc2)C1=O
 : -0.1	10	-2	32	-74	11	32	-1.6	-23
(54) Cc1ccc(-n2nc(C)c(C3C(C#N)=C(N)Oc4c3c(=O)oc3ccccc43)c2Cl)cc1 (stereo not drawn)
 : -0.3	0	-5	0	7	-5	x	0.9	-2.9
(55) O=S(=O)(c1ccc(Cl)cc1)N1CN2CCN(C2)C1
 : 1.3	1	-5	2	13&-14	-3	15&7	6.3	6.9
(56) O=C(C1CC(=O)N(C2CCCCCCC2)C1)N1CCC2(CC1)OCCO2 (stereo not drawn)
 : -1.1	-2	2	0	13	0	9	0.7	-0.2
(57) O=c1[nH]c(=S)n(C2CC2)c(O)c1/C=N/Nc1ccccc1
 : 0.8	13	-9	1	6	0	6	0.1	-0.5
(58) Nc1ccc(Br)cc1C(=O)c1ccccc1
 : 0.8	-3	11	14	83*	0	2	-0.2	-2.7
(59) CCN1CC2(COC(=O)c3ccccc3N)CCC(OC)C34C5CC6C(OC)CC(O)(C5C6OC)C(O)(C(OC)C23)C14 (stereo not drawn)
 : -1.5	-4	3	4	27	3	7	-0.1	-0.7
(60) CCCCn1c(C)c(C(=O)O)c2cc(OC)ccc21
 : 0.9	0	0	3	0	-8	14	0.9	-0.1

Next records.
The line under a structure holds: PERK inh	Runt-CBFb FRET	RBBP9 inh	Hck Nef HTS	EP2 modulator	Runt-SMMHC FRET	EP2 antag	L929 necroptosis	TNF necrop inh
(61) OC(c1cccc(Cl)c1)(c1cccc(Cl)c1)C1CN2CCC1CC2 (stereo not drawn)
 : -0.4	0	-7	18	-6	-2	7	5.2	5.6
(62) CNC(=S)NC1CC2CCCC(C1)N2CC(C)C (stereo not drawn)
 : 0.8	0	-3	1	-1	4	5	1.5	-2.8
(63) CN1/C(=C\C=C2C(=O)NC(=O)NC2=O)C(C)(C)c2ccccc21
 : -0.1	-63	-6	12	0	20	8	1.4	-0.5
(64) CCN1CC=C(c2c[nH]c3ccccc23)CC1
 : 1.6	0	6	3	-4	6	7	0.2	1.6
(65) CCOC(=O)c1nc2ccccc2c(=O)n1-c1cccc(C)c1
 : -0.2	1	0	-3	13	-1	11	0.3	0.0
(66) CC(C)Oc1ccc(C2C(C#N)=C(N)Oc3c2c(=O)oc2ccccc32)cc1 (stereo not drawn)
 : 0.4	-2	-9	-1	-22&0	-6	7&6	0.3	0.3
(67) Cn1cccc1/C=C1/C(=O)NC(=O)N(C(C)(C)C)C1=O
 : 1.0	2	-2	18	-7	2	2	2.8	1.7
(68) COc1ccccc1OCCCn1cc(C(C)=O)c2ccccc21
 : -1.1	x	-1	26	-87&-35	x	8&2	0.8	-1.1

Bioassay records deposited in PubChem BioAssay by several laboratories.
